Screening results from PubChem BioAssay.
OPRM1-OPRD1 ag: agonists of human mu-delta opioid receptor heterodimerization; P35372+P41143; cells, OPRM1-OPRD1 heterodimerization, luminescence; activation, % at 9.3 µM; 340,000 compounds, 0.3% hits; AID 504326; in the data active = activation above about 18%;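 note: 0% = vehicle-treated cells and 100% = reference agonist; values of inactives mirror those of a sister screen read the other way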
Target sequence (P35372 whole entry, looked up): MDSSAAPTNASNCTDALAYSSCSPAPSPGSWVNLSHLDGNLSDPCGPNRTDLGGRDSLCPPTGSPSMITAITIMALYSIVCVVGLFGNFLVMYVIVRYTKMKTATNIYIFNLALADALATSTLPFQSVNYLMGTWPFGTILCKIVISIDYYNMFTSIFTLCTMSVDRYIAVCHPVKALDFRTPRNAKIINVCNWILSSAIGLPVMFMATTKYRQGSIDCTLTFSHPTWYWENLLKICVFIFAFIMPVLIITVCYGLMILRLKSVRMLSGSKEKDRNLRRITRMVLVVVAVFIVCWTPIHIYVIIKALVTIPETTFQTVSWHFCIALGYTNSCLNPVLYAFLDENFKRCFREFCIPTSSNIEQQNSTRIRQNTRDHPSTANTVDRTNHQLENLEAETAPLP
Target sequence (P41143 whole entry, looked up): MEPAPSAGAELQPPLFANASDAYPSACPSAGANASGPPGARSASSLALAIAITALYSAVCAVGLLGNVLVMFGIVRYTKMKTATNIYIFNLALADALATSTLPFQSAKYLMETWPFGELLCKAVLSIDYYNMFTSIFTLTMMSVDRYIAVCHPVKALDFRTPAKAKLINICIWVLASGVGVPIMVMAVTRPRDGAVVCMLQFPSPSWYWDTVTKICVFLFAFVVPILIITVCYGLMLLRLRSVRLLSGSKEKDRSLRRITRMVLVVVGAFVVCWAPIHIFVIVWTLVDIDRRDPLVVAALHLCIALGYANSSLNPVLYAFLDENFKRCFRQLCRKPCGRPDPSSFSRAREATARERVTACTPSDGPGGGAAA
cardiac RTF act: increases calcium sensitivity of human cardiac regulated thin filaments; IANBD-labeled TnC RTF fluorescence at EC20 calcium; 0% EC20 calcium, 100% full calcium; 340,000 compounds, 0.24% hits; P19429+P45379; AID 493008; activation, % at 7.2 µM;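 active = activation above the mean over all tested compounds plus 3 SD, cut at about 30% in these data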;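 note: rise in fluorescence read as greater calcium sensitivity of cardiac thin filaments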
OPRM1-OPRD1 inv: inverse agonists of human mu-delta opioid receptor heterodimerization | 340,000 compounds, 0.21% hits | cell-based MOR-DOR heterodimer luminescence, inverse agonism | inhibition, % at 9.3 µM; in the data active = inhibition above about 22%, passing the limit was not always enough;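 note: 0% = cells with DMSO and 100% = wells without cells with DMSO; values of inactives mirror those of a sister screen read the other way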
Arrestin-AP2 inh: inhibitors of human beta-arrestin and AP2 interaction. FITC-arrestin peptide / GST-AP2 beads, flow cytometry; AP2 beta2 appendage carries R879A mutation. inhibition, % at 10 µM. 340,000 compounds, 0.31% hits;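 active = inhibition above a set limit, near 3 SD of compounds lacking own fluorescence, cut at about 54% in these data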;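 note: plate controls were DMSO wells for no effect and 5 µM unlabelled arrestin peptide for full effect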
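Test system: GST-tagged AP2 beta2-adaptin appendage (R879A) on 4 µm glutathione beads; also added: fluorescein-tagged arrestin peptide at 50 nM final; timing: 12 min plus 1 h, RT; signal: flow cytometry, FL1 (488/535 nm); read-out: percent drop in bead-associated FITC signal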
Wnt bcat act: activators of Wnt/beta-catenin signaling; 300,000 compounds, 1.2% hits; activation, % at 9.35 µM; Wnt/beta-catenin reporter cell assay, activator, plate reader; in the data active = activation above about 30%, passing the limit was not always enough;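 note: 0% = neutral control wells and 100% = positive control wells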
V-ATPase pH: regulators of yeast V-ATPase proton transport | S. cerevisiae, pHLuorin cytosolic pH fluorescence | response, % at 10 µM | 350,000 compounds, 0.37% hits | AID 504577; in the data active = response mostly above about 7.3%, no sharp cut-off; inactive = mostly below about 5.4%; note: actives read high; inactives centre near 0; some compounds called inactive have numbers as strong as hits; reference of the scale not given here
DSG3 Ab inh: blocks pemphigus antibody binding to human desmoglein-3; P32926; DSG3-coupled beads, scFv-anti-DSG3-GFP binding, flow cytometry; active compounds read low; binding (percent of control), % at 10 µM; 310,000 compounds, 0.48% hits;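 active = binding more than 3 SD below its plate's average and above zero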;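 note: hits lower antibody fragment binding to DSG3; some compounds called inactive have numbers as strong as hits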
RTF Ca sens inh: cardiac RTF calcium desensitization. inhibition, % at 7.15 µM. P19429+P45379. 340,000 compounds, 0.12% hits. IANBD-labeled cardiac RTF, Ca2+ fluorescence;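 active = inhibition above the mean inhibition of all tested compounds plus 3 SD, cut at about 17% in these data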;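 note: assay run at fixed EC70 calcium of 1.6 mM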
Keap1 Nrf2 FP: disrupts human Keap1 binding to Nrf2 peptide; Q14145; Keap1 Kelch-Nrf2 peptide fluorescence polarization, 1536-well; inhibition, % at 9.4 µM; 340,000 compounds, 0.15% hits; in the data active = inhibition above about 12%;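 note: human Keap1 Kelch domain with fluorescein labeled Nrf2 9mer peptide probe; 0% = neutral control wells and 100% = peptide positive control; higher means more block of Keap1 binding to Nrf2 peptide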
LANA DNA inh: blocks KSHV LANA C-terminal domain binding to DNA. MBP-C-LANA/FAM-LBS DNA binding, fluorescence polarization. inhibition, % at 9 µM. 340,000 compounds, 0.078% hits. AID 504423;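 active = highest replicate inhibition at or above 60% at 9 µM, even if other replicates fall short; inactive = all replicates below 60% inhibition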;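 note: 0% = neutral control wells and 100% = 4 µM acridine orange control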
Active calls of the source: *; / = no result given.

Order of results: Arrestin-AP2 inh, DSG3 Ab inh, Keap1 Nrf2 FP, RTF Ca sens inh, V-ATPase pH, Wnt bcat act, OPRM1-OPRD1 inv, cardiac RTF act, OPRM1-OPRD1 ag, LANA DNA inh
#1 COc1c2c(cc3c1OCO3)CC[N+](C)=C2
→ -2, 102, -7, -3, 3, -1, 16, -1, -3.1, -1.5
#2 CCN(CC)C(=O)c1ccc(NC(=O)C2=C(C)OCCS2)cc1
→ -5, 94, -3, 2, 1, 1, 11, 3, -2.5, -1.1
#3 COc1ccc(OC)c(N2C(=O)NC(=O)/C(=C\c3ccc([N+](=O)[O-])s3)C2=O)c1
→ -1, 99, -9, 3, 133*, -1, -25, -2, 4.9, 49
#4 COP(=O)(Cc1ccc(C#N)o1)OC
→ -22, 104, -4, -2, 7, 1, 10, 6, -2.0, 1.4
#5 COc1cc2c(c(OC)c1)C(=O)OC(C)CCCC(=O)CCCCC2 (stereo unspecified)
→ 10, 88, -1, 4, -73, -2, 9, -9, -1.5, -1.8
#6 Cc1ccn2nc(S(=O)(=O)Nc3c(F)cccc3F)nc2n1
→ -4, 97, -2, -8, 0, -5, 1, 0, -0.3, 0.5
#7 C[C@]12CCC3C(CC[C@H]4CC(=O)CC[C@]34C)C1CCC2=O (stereo partly specified)
→ 3, 95, -1, -4, 1, -1, -17, -1, 3.3, 1.9
#8 COc1ccc(OC)c(C2=NOC(C(=O)N3CCC4(CC3)OCCO4)C2)c1 (stereo unspecified)
→ -11, 101, -1, -8, -5, /, 11, -3, -2.1, 0.9
#9 C[N+]12CCC(CC1)C(C(O)(c1cccc(Cl)c1)c1cccc(Cl)c1)C2 (stereo unspecified)
→ -8, 82*, 5, -10, -4, -2, 5, 4, -1.0, 37
#10 CC(C)CNc1c2c(nc3ccccc13)CCC2
→ 11, 88, -3, -1, 7, -1, 14, 3, -2.6, 1.1
#11 FC(F)(F)c1ccc(CN2CCNCC2)cc1
→ 1, 102, 5, -8, 0, -1, 18, 4, -3.1, -0.2
#12 CCOC(=O)c1c(-n2c(C)cc(C=C3C(=O)NC(=S)NC3=O)c2C)sc2c1CCCC2
→ 11, 93, -9, -7, -1, /, 3, -4, -0.6, 2.1
#13 CCCCCn1c(=O)c(C(=O)NC(C)c2ccccc2)c(O)c2ccccc21 (stereo unspecified)
→ 29, 103, -2, 4, 6, -2, 20, 2, -4.4, 0.0
#14 C=C1C(=O)OC2C1CCC(C)C1(O)C=CC(=O)C21C (stereo unspecified)
→ 4, 105, -14, 4, -1, -3, -5, 10, 1.0, -0.2
#15 Cc1ccc(CN2CCCN(Cc3ccccc3C)S2(=O)=O)cc1
→ 9, 97, -5, -5, 2, 1, -11, -3, 2.4, 1.7
#16 CC1N=C(c2ccccc2Cl)c2cc(Br)ccc2NC1=O (stereo unspecified)
→ -12, 85, -3, -7, 5, 0, 6, -2, -1.2, -0.3
#17 Cc1ccc(S(=O)(=O)N[C@@H](CCCCN)C(=O)CCl)cc1
→ -5, 119, -2, 6, -8, -1, -1, 8, 0.1, 2.9
#18 NNP(=O)(CC(=O)c1ccccc1)c1ccccc1 (stereo unspecified)
→ 7, 103, /, /, -2, -2, /, /, /, /
#19 N#CCCCCC#N
→ -8, 98, -1, -2, 1, -2, 6, 2, -1.1, 2.6
#20 Cc1ccc(S(=O)(=O)N2Cc3ccccc3-n3nncc3C2)cc1
→ -5, 101, -4, -2, -2, -2, -2, -9, 0.5, -0.4
#21 Cc1cc(C)n2c(Br)c(CN3CC4CC(C3)c3cccc(=O)n3C4)nc2n1 (stereo unspecified)
→ 6, 100, -3, -14, 2, 6, -4, 4, 0.8, 1.2
#22 C=C1C(O)(c2ccccc2)C2CC[N+]1(C)CC2 (stereo unspecified)
→ -8, 100, 0, -1, 3, -4, 9, 2, -1.6, 0.0
#23 CCOC(=O)C1=C(N)Oc2cc(C)oc(=O)c2C12C(=O)N1c3c(cccc32)C(C)=CC1(C)C (stereo unspecified)
→ 7, /, 2, -6, 3, /, 8, 7, -1.6, 0.8
#24 COC(=O)C1=C(c2cccc(OCc3ccccc3)c2)C[C@@H]2CC[C@H]1N2C(=O)NCCOc1ccccc1Cl
→ 22, 103, -2, -3, -1, -5, 10, 5, -1.8, -4.5
#25 CN1CC2=CC(O)CC3Oc4c(O)ccc(c4[C@]23C)C1 (stereo partly specified)
→ 6, 101, -5, -6, 0, 0, 9, -5, -1.9, 0.6
#26 C[N+]1(CC(COCc2ccccc2)OC(=O)Cc2ccccc2)CCOCC1 (stereo unspecified)
→ -7, 110, 0, 7, 2, -2, 8, 4, -1.6, 1.3
#27 Nc1ncc([N+](=O)[O-])s1
→ 21, 101, 0, -2, -2, -1, 12, 2, -2.3, 0.6
#28 CN1CCc2nc3sc(C(=O)NC4CC4)c(N)c3cc2C1
→ -4, 82, -3, 5, -2, 22, 10, 0, -2.1, -0.8
#29 CCOC(=O)c1c(C)n(Cc2ccco2)c2ccc(OC)cc12
→ -2, 103, 1, -6, 8, /, 0, -5, 0.0, 1.7
#30 Fc1cccc(F)c1CN1CCN(c2ccc(Cl)cc2)CC1
→ -21, 104, 6, -8, -4, 0, -30, -4, 6.5, -2.4

Next section; the last 2 above are carried over.
Order of results: Arrestin-AP2 inh, DSG3 Ab inh, Keap1 Nrf2 FP, RTF Ca sens inh, V-ATPase pH, Wnt bcat act, OPRM1-OPRD1 inv, cardiac RTF act, OPRM1-OPRD1 ag, LANA DNA inh
#29 CCOC(=O)c1c(C)n(Cc2ccco2)c2ccc(OC)cc12
→ -2, 103, 1, -6, 8, /, 0, -5, 0.0, 1.7
#30 Fc1cccc(F)c1CN1CCN(c2ccc(Cl)cc2)CC1
→ -21, 104, 6, -8, -4, 0, -30, -4, 6.5, -2.4
#31 Clc1ccc2c(N3CCNCC3)ccnc2c1
→ 1, 84, -5, -5, -4, 2, 4, 10, -0.7, 0.1
#32 O=C(NCCCN1CCOCC1)C(Cl)(Cl)Cl
→ 7, 102, 3, -11, 1, 5, 8, 1, -1.5, -0.2
#33 O=c1cccc2n1CC1CNCC2C1 (stereo unspecified)
→ 25, /, 1, -5, -6, 3, 5, -1, -0.8, 1.6
#34 COC(=O)C1=C(c2ccccc2)C[C@@H]2CC[C@H]1N2C(=O)NCCS(C)=O (stereo partly specified)
→ -8, 102, 5, -5, 0, 2, 11, 11, -2.1, 2.4
#35 CC(C)CCN1CCN(Cc2c(F)cccc2Cl)CC1CCO (stereo unspecified)
→ -1, 88, -6, -18, -1, 1, 5, 0, -0.8, 0.5
#36 CCOc1cc2c(cc1OCC)-n1cccc1C(c1cc(C)c(OC)cc1C)NC2 (stereo unspecified)
→ 2, 109, -3, -7, -1, 0, -27, 5, 6.1, -2.1
#37 CCSc1cc(C2C(C#N)=C(N)Oc3n[nH]c(C)c32)c(C)o1 (stereo unspecified)
→ -5, 103, -2, -4, 3, 1, 14, -3, -2.5, 0.1
#38 CCN1C(=O)NC(=O)/C(=C\c2cn(CC(=O)N3CCCC3)c3ccccc23)C1=O
→ -3, 108, -10, -50, 0, -5, 8, -5, -1.6, 23
#39 CN1CCN(c2ccc(C(N)=O)cc2[N+](=O)[O-])CC1
→ 2, /, -3, -1, 1, -5, 18, 10, -3.7, -0.1
#40 CN1C(CC(O)c2ccccc2)CCCC1CC(O)c1ccccc1 (stereo unspecified)
→ -8, 99, 1, 0, -2, 1, -45, -5, 8.3, 1.1
#41 Cc1c(N=Cc2c(O)n(Cc3ccc(F)cc3)c(=O)[nH]c2=O)c(=O)n(-c2ccccc2)n1C
→ 10, 98, -3, -12, 5, /, 9, 8, -2.1, -2.2
#42 CCOc1ccc(-n2c(-c3ccoc3)nc3ccccc3c2=O)cc1
→ 7, 99, 0, -6, -2, /, 18, -4, -3.4, 0.5
#43 Cc1cc(/C=C2\C(=O)NC(=O)N(c3ccc(Cl)cc3)C2=O)c(C)n1-c1cccc(C(=O)O)c1
→ 29, 101, -3, 1, 0, 1, 9, -5, -2.1, 9.8
#44 O=S(=O)(NC1CCCCCCC1)OCC(Cl)(Cl)Cl
→ 0, 103, 2, -4, 1, -3, -22, 2, 4.0, 3.0
#45 C[C@]12CC[C@H](O)C[C@H]1CC[C@@H]1C2CC[C@]2(C)[C@@H](C3=CC(=O)OC3)[C@@H](O)C[C@]12O (stereo partly specified)
→ -2, 100, -5, 5, -4, -25, -360, 4, 62*, 1.1
#46 COCc1cc(OC(=O)N(C)C)nc(-c2ccccc2)n1
→ -2, 89, -2, /, -2, -1, /, /, /, 1.9
#47 CCCC[N+]12CCC(CC1)C(C(=O)c1cccs1)C2 (stereo unspecified)
→ -11, 114, -6, -1, 3, /, 18, 3, -3.6, 2.2

Nine of the compounds above, with bars between the fields.
entry | Structure | Arrestin-AP2 inh | DSG3 Ab inh | Keap1 Nrf2 FP | RTF Ca sens inh | V-ATPase pH | Wnt bcat act | OPRM1-OPRD1 inv | cardiac RTF act | OPRM1-OPRD1 ag | LANA DNA inh
35 | CC(C)CCN1CCN(Cc2c(F)cccc2Cl)CC1CCO (stereo unspecified) | -1 | 88 | -6 | -18 | -1 | 1 | 5 | 0 | -0.8 | 0.5
36 | CCOc1cc2c(cc1OCC)-n1cccc1C(c1cc(C)c(OC)cc1C)NC2 (stereo unspecified) | 2 | 109 | -3 | -7 | -1 | 0 | -27 | 5 | 6.1 | -2.1
37 | CCSc1cc(C2C(C#N)=C(N)Oc3n[nH]c(C)c32)c(C)o1 (stereo unspecified) | -5 | 103 | -2 | -4 | 3 | 1 | 14 | -3 | -2.5 | 0.1
38 | CCN1C(=O)NC(=O)/C(=C\c2cn(CC(=O)N3CCCC3)c3ccccc23)C1=O | -3 | 108 | -10 | -50 | 0 | -5 | 8 | -5 | -1.6 | 23
39 | CN1CCN(c2ccc(C(N)=O)cc2[N+](=O)[O-])CC1 | 2 | / | -3 | -1 | 1 | -5 | 18 | 10 | -3.7 | -0.1
40 | CN1C(CC(O)c2ccccc2)CCCC1CC(O)c1ccccc1 (stereo unspecified) | -8 | 99 | 1 | 0 | -2 | 1 | -45 | -5 | 8.3 | 1.1
41 | Cc1c(N=Cc2c(O)n(Cc3ccc(F)cc3)c(=O)[nH]c2=O)c(=O)n(-c2ccccc2)n1C | 10 | 98 | -3 | -12 | 5 | / | 9 | 8 | -2.1 | -2.2
42 | CCOc1ccc(-n2c(-c3ccoc3)nc3ccccc3c2=O)cc1 | 7 | 99 | 0 | -6 | -2 | / | 18 | -4 | -3.4 | 0.5
43 | Cc1cc(/C=C2\C(=O)NC(=O)N(c3ccc(Cl)cc3)C2=O)c(C)n1-c1cccc(C(=O)O)c1 | 29 | 101 | -3 | 1 | 0 | 1 | 9 | -5 | -2.1 | 9.8

Not all compounds are listed; count on the stated rates, not on these rows.
